beta cell repl: MIN6 beta-cell proliferation induction | proliferation, % at 10 µM | MIN6 cells proliferation, ATPlite luminescence, 48 h; cells starved in 0.2% serum; 100% = growth in 10% serum | AID 2380 | actives 0.29% (n = 330,000);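 active = compounds whose signal lies at least 3.5 SD above the mean of all wells on their plate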;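 also: 0% = DMSO-treated cells in low-serum medium and 100% = 10% serum control; some compounds called inactive have numbers as strong as hits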
mIAP block: blocks mouse intestinal alkaline phosphatase | purified mouse IAP, CDP-Star luminescence, 30 min | actives 0.2% (n = 330,000) | inhibition, % at 10 µM;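 active = inhibition of at least 40% at 10 µM in the primary screen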;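 also: plate controls were DMSO with enzyme for no effect and no enzyme wells for full effect; values of inactives mirror those of a sister screen read the other way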
NR3A LBD binder: modulates the human NR3A ligand-binding domain; NR3A LBD differential scanning fluorimetry, Tm shift; 0% = protein alone, 100% = glycine-bound protein; Tm shift relative to glycine control, % at 25 µM; actives 2.5% (n = 340,000);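 active = melting temperature shift of at least 10% of the positive control shift, at one fixed dose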
APOBEC3A inh: blocks human APOBEC3A ssDNA deamination. AID 493011. actives 0.41% (n = 330,000). P31941. recombinant A3A, FAM/TAMRA ssDNA deamination fluorescence. inhibition, % at 20 µM;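 active = at least 40% inhibition at 20 µM here, with at most 30% in a related deaminase screen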;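 also: plate controls were A3A with DMSO for no effect and wells lacking A3A enzyme for full effect; some results filed as inactive read as strong as hits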
Target sequence (P31941 whole entry, looked up): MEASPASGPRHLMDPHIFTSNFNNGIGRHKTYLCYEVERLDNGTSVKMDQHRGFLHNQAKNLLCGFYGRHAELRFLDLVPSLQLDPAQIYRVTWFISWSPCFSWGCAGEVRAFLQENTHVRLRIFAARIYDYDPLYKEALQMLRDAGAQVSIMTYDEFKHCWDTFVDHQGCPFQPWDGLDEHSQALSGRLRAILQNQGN
hIAP act: increases human intestinal alkaline phosphatase activity. activation factor at 10 µM. P09923. AID 2524. actives 0.16% (n = 330,000). purified human IAP, CDP-Star luminescence, 30 min; stronger effect = higher value; 1 = vehicle-only enzyme, 0 = enzyme-free background;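 active = activation factor of the enzyme at least 2-fold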; also: the source names both 10 and 20 µM as test concentration; values of inactives mirror those of a sister screen read the other way
Target sequence (P09923 whole entry, looked up): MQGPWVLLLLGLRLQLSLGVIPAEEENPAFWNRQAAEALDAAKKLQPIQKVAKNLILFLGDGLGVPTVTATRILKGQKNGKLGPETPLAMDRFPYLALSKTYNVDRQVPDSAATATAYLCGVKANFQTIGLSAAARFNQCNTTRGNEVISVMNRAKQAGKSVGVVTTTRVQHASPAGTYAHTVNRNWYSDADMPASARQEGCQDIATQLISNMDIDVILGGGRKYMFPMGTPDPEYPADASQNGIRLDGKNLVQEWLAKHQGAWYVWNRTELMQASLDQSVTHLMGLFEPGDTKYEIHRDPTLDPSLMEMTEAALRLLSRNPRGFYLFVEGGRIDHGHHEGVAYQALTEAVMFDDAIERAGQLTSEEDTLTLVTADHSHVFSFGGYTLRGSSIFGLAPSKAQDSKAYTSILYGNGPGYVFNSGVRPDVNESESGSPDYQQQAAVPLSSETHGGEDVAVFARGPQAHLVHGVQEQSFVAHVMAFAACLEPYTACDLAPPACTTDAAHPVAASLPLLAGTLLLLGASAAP
A3G deaminase: inhibitors of human APOBEC3G DNA deaminase; actives 0.28% (n = 330,000); inhibition, % at 20 µM; recombinant A3G, ssDNA deamination FAM/TAMRA fluorescence; Q9HC16;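 active = inhibition of at least 40% at 20 µM, with no more than 30% in the related APOBEC3A deaminase screen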;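 also: plate controls were DMSO wells with A3G for no effect and wells lacking A3G enzyme for full effect; some compounds called inactive have numbers as strong as hits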
hIAP inh: human IAP inhibition; inhibition, % at 10 µM; AID 2544; purified IAP, CDP-Star luminescence, 30 min; P09923; actives 0.12% (n = 330,000);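 active = inhibition reaching a set limit with compound at 10 µM in the primary screen, cut at about 35% in these data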;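 also: plate controls were DMSO wells with enzyme for no effect and no-enzyme buffer wells for full effect; values of inactives mirror those of a sister screen read the other way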
mIAP activ: increases mouse intestinal alkaline phosphatase activity | muIAP, CDP-Star luminescence, 30 min; stronger effect = higher value; 1 = vehicle-only enzyme signal, 0 = enzyme-free wells | activation factor at 10 µM | actives 0.24% (n = 330,000) | AID 2805;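 active = activation factor of at least 2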; also: the source names both 10 and 20 µM as test concentration; values of inactives mirror those of a sister screen read the other way
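System: Mouse IAP enzyme | Also added: CDP-Star substrate | Dosing: Compounds dispensed in DMSO | Schedule: 30 min enzyme-substrate-compound incubation at room temperature | Technique: Chemiluminescence readout | Control set: DMSO-only wells and no-enzyme negative control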
MPTP inh: permeability transition pore inhibition; inhibition, % at 10 µM; isolated mouse mitochondria, Ca2+ swelling absorbance, 30 min; actives 1.4% (n = 360,000);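 active = inhibition of 50% or more, scaled per plate between neutral and stimulator controls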;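 also: 0% = DMSO wells given calcium and 100% = 1 mM EGTA wells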
The depositor's hits bear a star; nt = not tested or not shown; & = joins results of further samples.

SMILES	beta cell repl	mIAP block	NR3A LBD binder	APOBEC3A inh	hIAP act	A3G deaminase	hIAP inh	mIAP activ	MPTP inh
CC(=O)C(Sc1nnnn1-c1ccccc1)C(C)=O	0.0	-0.6	3.7	-4.6	0.995	-6.2	0.5	1.01	0.8
O=[N+]([O-])c1ccc(NCc2ccccc2)nc1	1.3	-14.2	6.0	-1.8	0.97	-4.7	3.0	1.14	2.7
Nn1cnc2sc3c(c2c1=O)CCC3	-0.1	4.9	-1.1	-6.3	0.902	-6.5	9.8	0.951	-0.4
COC(=O)CC(CP(=O)(O)CN(C)C=O)C(=O)OC (stereo unspecified)	-0.1	-0.5	1.4	-2.8	1.08	-3.2	-8.3	1	4.0
CCOc1ccccc1N(CC(=O)Nc1ccc(OC)c(OC)c1)S(=O)(=O)c1ccccc1	1.2	-2.1	0.2	-5.0	1.12	-6.3	-11.6	1.02	0.9
Cc1ccc(C(=O)NC(=S)Nc2ccc3[nH]c(=O)[nH]c3c2)cc1	0.0	17.3	0.3	-1.1	0.818	-6.0	18.2	0.827	1.0
O=C(C1Cc2ccccc2CN1S(=O)(=O)c1ccc(F)cc1)N1CCOCC1 (stereo unspecified)	-0.9	5.3	0.4	-1.7	0.912	-4.1	8.8	0.947	0.1
O=C(COc1ccccc1)Nc1ccc2c(c1)C(=O)N(CC1CCCO1)C2=O (stereo unspecified)	0.9	-2.9	-1.2	-1.1	1.05	-3.1	-5.3	1.03	1.4
COc1ccccc1CNC(=O)COC(=O)c1ccc(Cl)c(N)c1	-2.5	11.8	0.9	3.6	0.899	-14.2	10.1	0.882	-1.1
CCCCCCN(C(=O)CCCCCN1C(=O)NC(c2ccc(-c3ccccc3)cc2)C(C(=O)OCc2ccccc2)=C1C)C(C(=O)NCCCC)c1ccc(-c2ccccc2)cc1 (stereo unspecified)	-3.5	-4.2	nt	-1.7	1.1	-8.3	-10.2	1.04	nt
Cc1cccc(C(=O)NNC(=S)NC(=O)c2cccs2)c1	0.5	19.2	-1.6	-3.0	1.26	6.5	-26.5	0.808	3.1
Cc1cc(C)c2cc(C#N)c(NCCCNC(=O)CCC(=O)O)nc2c1	-3.0	6.7	-1.1	-3.8	1	-6.6	-0.4	0.933	1.7
CCOC(=O)C1CCN(C(=O)C2COc3ccccc3O2)CC1 (stereo unspecified)	-2.4	17.1	-0.8	1.1	1.02	-4.7	-2.3	0.829	-0.2
CCN1c2ccccc2NC2C1C(C(C)=O)C(=O)N2c1ccc(Cl)cc1 (stereo unspecified)	-4.3	12.6	-2.5	-7.4	0.956	-15.0	4.4	0.874	1.5
COc1ccc2[nH]cc(CC(=O)O)c2c1	-3.3	0.9	-1.1	4.2	1.05	1.6	-5.5	0.991	0.5
O=c1cc(CN2CCC(Cc3ccccc3)CC2)nc2sccn12	5.4	15.5	0.5	-0.9	1.08	-1.3	-7.7	0.845	2.0
CCOC(=O)Cn1nc(C)n(-c2ccc(C(C)C)cc2)c1=O	-4.3	-5.1	0.1	-1.8	1.33	1.1	-32.6	1.05	-0.2
O=C1c2ccccc2CCC12N=NCC2c1ccccc1 (stereo unspecified)	-3.4	5.0	-0.5	-3.2	1.12	-4.5	-12.2	0.95	0.5
CC(C)N1C(=S)SC(C)(C)C1NO (stereo unspecified)	-2.0	-2.2	1.8	-3.9	0.91	-5.9	9.0	1.02	-2.2
C/C=C/c1ccc(OCCOCCNCc2ccccc2)c(OC)c1	-3.4	0.2	-2.5	-4.1	1.16	-9.3	-16.2	0.998	0.8

By substructure: the entries above with a COOH group
SMILES	beta cell repl	mIAP block	NR3A LBD binder	APOBEC3A inh	hIAP act	A3G deaminase	hIAP inh	mIAP activ	MPTP inh
Cc1cc(C)c2cc(C#N)c(NCCCNC(=O)CCC(=O)O)nc2c1	-3.0	6.7	-1.1	-3.8	1	-6.6	-0.4	0.933	1.7
COc1ccc2[nH]cc(CC(=O)O)c2c1	-3.3	0.9	-1.1	4.2	1.05	1.6	-5.5	0.991	0.5

(list continues)
SMILES	beta cell repl	mIAP block	NR3A LBD binder	APOBEC3A inh	hIAP act	A3G deaminase	hIAP inh	mIAP activ	MPTP inh
COc1ccccc1N1CCN(C2CCCC(C)C2)CC1 (stereo unspecified)	-3.1	-4.8	nt	-1.4	0.852	-0.6	14.8	1.05	0.3
Cc1ccc(SC/C(O)=C(\C#N)c2nc3ccccc3n2C)cc1	-2.5	0.3	0.6	4.8	1.19	-2.0	-18.5	0.997	-2.9
CC(=O)N=c1n(C)c2ccccc2n1CCOc1ccccc1	0.0	2.4	0.5	1.6	0.96	-3.4	4.0	0.976	0.3
CCc1cc2c(CN3CCN(CCO)CC3)cc(=O)oc2cc1O	0.6	7.6	3.2	0.8	1.03	-0.1	-3.4	0.924	0.4
O=c1cnnc(Nc2cccc(F)c2)[nH]1	0.6	1.0	-0.2	-1.1	1.07	-2.6	-7.0	0.99	0.4
Cc1cc(N)ccc1-n1c(C)ccc1C	-1.4	3.6	0.4	-3.9	1.04	-7.6	-4.5	0.964	-0.2
CC(C)CN1C(=O)C(=O)N(CC(=O)N2CCC(Cc3ccccc3)CC2)C1=O	-1.5	-1.0	0.8	1.7	0.912	-1.2	8.8	1.01	-1.8
Cc1ccc2cc(CN(CC3CCCO3)C(=S)NCc3ccco3)c(=O)[nH]c2c1C (stereo unspecified)	-2.0	11.1	-0.8	-3.3	0.928	-1.0	7.2	0.889	-13.4
Cc1cc2nc(-c3ccc(SCc4ccc(C#N)cc4)nc3)[nH]c2cc1C	-4.5	5.9	-1.2	2.2	1.11	-0.3	-10.7	0.941	67.4*
Cc1[nH]c2ccccc2c1C(=O)CN1C(=O)C(=O)N(C2CCCC2)C1=O	-2.9	-1.9	-6.5	-2.0	1.17	-5.3	-16.5	1.02	0.8
NC(=O)c1ccsc1NC(=O)COC(=O)c1ccc(Cl)c(N)c1	2.4	9.9	23.2*	7.8	1.04	6.0	-4.3	0.901	-1.1
COCCN(C(=O)COC(=O)C1CC1C)c1c(N)n(Cc2ccccc2)c(=O)[nH]c1=O (stereo unspecified)	2.8	3.2	2.5	17.7	1.06	-5.2	-6.2	0.968	-2.6
O=C1CN(S(=O)(=O)c2ccc(F)cc2)CCN1	2.1	1.0	0.1	4.3	0.935	-2.7	6.5	0.99	-0.6
O=C(NCc1ccccc1Cl)c1cc2ccccc2oc1=O	0.5	6.8	3.0	-7.5	0.779	-6.1	22.1	0.932	0.7
CCOc1ncccc1C(=O)NCCN1C(=O)S/C(=C/c2cccs2)C1=O	0.4	-8.1	4.3	1.0	1.09	0.8	-9.4	1.08	9.5
CC(C)(C)c1cc(CCC(=O)NNC(=O)c2ccncc2)cc(C(C)(C)C)c1O	0.2	14.3	-0.2	-3.7	1.28	-8.4	-28.0	0.857	0.1
COc1ccc(C(CNC(=O)CN(C)S(=O)(=O)c2ccc(C)cc2)N2CCCC2)cc1 (stereo unspecified)	-3.4	-2.9	2.0	-1.8	0.98	-3.5	2.0	1.03	0.5
Cc1cccc(N2CCN(C(=O)C3CCC(=O)N(Cc4ccccc4F)C3)CC2)c1C (stereo unspecified)	-2.7	-3.4	0.7	3.0	1.05	4.4	-5.0	1.03	0.8
CCCc1nc(SCC(=O)Nc2nccs2)c2ccccc2n1	0.0	0.5	-0.8	-2.9	0.87	-5.7	13.0	0.995	-0.5
CCN1CCN(c2nc(-c3ccc(F)cc3)cc(=O)[nH]2)CC1	-2.0	0.3	2.8	-4.8	0.855	-8.8	14.5	0.997	1.1
CC(=O)N1CCc2cc(S(=O)(=O)C(C)CC(=O)Nc3ccc(OC(F)(F)F)cc3)ccc21 (stereo unspecified)	-0.9	0.2	-2.8	-3.0	0.938	1.1	6.2	0.998	-0.9
COc1ccc(-c2cc3ccc(OC)cc3cn2)cc1	-5.9	1.1	40.9*	-3.1	1.04	-11.7	-3.7	0.989	-0.8
COc1ccc(C2=NN(C(=O)C(O)c3ccccc3)C(O)(C(F)(F)F)C2)cc1 (stereo unspecified)	-5.2	10.7	1.4	-1.5	1.04	-3.1	-4.2	0.893	1.7
Cc1cc(C)cc(NC(=O)CSCc2cnn(-c3ccccc3)c2-n2cccc2)c1	-3.8	-26.8	-8.4	-2.7	1.06	-4.0	-6.1	1.27	3.6
CC1=C(C(=O)NCc2ccccc2)C(c2cc(Br)cc(Br)c2OC(C)C)NC(=O)N1 (stereo unspecified)	-1.7	-6.2	-2.1	1.1	0.943	-1.8	5.7	1.06	-1.6
O=c1c2ccccc2nnn1CSc1nnc(-c2ccco2)o1	0.0	5.8	4.2	3.3	1.06	-2.3	-6.3	0.942	0.0
Cc1coc2c(C)c3oc(=O)c4c(c3cc12)CCCC4	0.5	2.3	-8.1	-2.4	0.796	-3.6	20.4	0.977	1.7
C[C@H](Cc1ccccc1)Nc1ncnc2c1ncn2[C@@H]1O[C@H](CO)[C@@H](O)[C@H]1O	-1.9	2.3	-1.7	3.0	0.963	1.8	3.7	0.977	-0.3
O=[N+]([O-])c1ccc(-c2csc(N3CCc4ccccc4C3)n2)cc1	-3.0	12.6	1.2	-2.6	0.994	-6.1	0.6	0.874	3.5
C/C(=N\NC(=O)COc1ccccc1-c1ccccc1)c1cccnc1	-0.8	0.3	-1.2	-0.6	1.08	-5.9	-8.5	0.997	1.1
O=C(Cc1ccccc1)N/N=C/c1ccc([N+](=O)[O-])s1	-6.0	16.7	-2.2	-15.3	0.915	-6.1	8.5	0.833	-27.0
O=C(Cc1cc(=O)[nH][nH]1)N/N=C/C(Cl)=C/c1ccccc1	2.5&-1.7	4.1&6.1	-2.5&1.5	-1.1&-1.8	0.909&1.23	-11.9&-4.2	9.1&-23.4	0.959&0.939	0.0&-3.8
COCC(=O)NC1CCN(CC(=O)Nc2ccccc2[N+](=O)[O-])CC1	-0.3	-3.7	-1.8	1.2	0.971	-4.5	2.9	1.04	-0.4
O=C(NCCS(=O)(=O)N1CCN(c2ccccc2F)CC1)c1ccc(F)c(F)c1	-0.6	-2.3	1.4	-1.0	0.968	-3.6	3.2	1.02	0.1
Cc1ccccc1OCCC(=O)Nc1ccc(S(=O)(=O)N(C)C2CCN(C)CC2)cc1	-0.5	-9.8	4.2	1.2	0.962	7.3	3.8	1.1	0.0
COc1ccc(C(=O)c2c3ccccc3[n+]([O-])n2Cc2ccc(C(N)=O)cc2)cc1	3.5	2.9	0.9	-4.3	0.907	-9.8	9.3	0.971	-1.5
CS(=O)(=O)c1ccc(Sc2nc3ccccc3[nH]2)c([N+](=O)[O-])c1	-2.8	7.4	0.5	-4.0	0.854	-6.3	14.6	0.926	9.7
CCC(=O)N(Cc1cc2cc(OC)ccc2[nH]c1=O)c1ccc(C)cc1	-1.2	11.1	0.0	-7.9	0.979	-7.4	2.1	0.889	0.7
COCCN1C=C(C(=O)OC)C(c2ccc3c(c2)OCO3)C(C(=O)OC)=C1	-3.1	-10.8	-1.1	-0.3	1.09	-1.9	-8.8	1.11	0.3
COC(=O)c1c(C)[nH]c(C(=O)NCCc2ccc(S(N)(=O)=O)cc2)c1C	-3.1	2.9	-2.0	-3.8	0.893	-8.0	10.7	0.971	0.1
COc1ccc(N2CCN(C(=O)CCc3ccc(S(=O)(=O)NC(C)(C)C)cc3)CC2)cc1	-1.5	13.2	-0.9	4.6	1.05	3.2	-5.1	0.868	2.9
